Screening data deposited in PubChem by several laboratories.
M4 PAM: potentiates acetylcholine response at human M4 receptor; activation, % at 3 µM; CHO-K1 hM4/Gqi5, Fluo-8 calcium fluorescence, ACh EC20; 0% = ACh EC20, 100% = maximal ACh; AID 624126; 360,000 tested, 0.4% active;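 active = activation above its plate's cutoff, the mean activation of sample wells plus 3 SD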; also: some results filed as inactive read as strong as hits
PHOSPHO1 inh: PHOSPHO1 (human) inhibition; recombinant PHOSPHO1, absorbance phosphatase assay; Q8TCT1; 290,000 tested, 1.1% active; inhibition, % at 13.3 µM; in the data active = inhibition above about 60%
GalR3 antagonist: blocks the human galanin receptor 3. inhibition, % at 3 µM. HEK293 GalR3-CNG cAMP membrane potential fluorescence; galR3 body fused to GalR1 C-terminus. O60755. AID 651719. 360,000 tested, 0.44% active;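 active = inhibition above the screen-wide average plus 3 SD, cut at about 13% in these data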;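 also: forskolin and galanin both at EC90 stimulate the cells; cAMP rise reported by CNG channel membrane potential dye signal; 0% = forskolin plus galanin with DMSO and 100% = forskolin alone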
CRFBP-R2 block: blocks CRF-induced signaling of the CRF-BP/CRF-R2 complex; HEK293 CRF-R2/CRF-BP, CRF-induced calcium fluorescence; AID 588475; inhibition, % at 11.8 µM; 350,000 tested, 0.59% active;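 active = inhibition of the ligand-induced calcium signal above about 50% at the single tested concentration, limit read from the data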
CRFR2-BP ag: agonists of human CRF-binding protein/CRF-R2 receptor complex | 350,000 tested, 0.46% active | HEK293 CRF-R2/CRF-BP, calcium dye fluorescence (FLIPR); percent of saturating CRF peptide response | activation, % at 13.2 µM;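 active = activation of at least 50%, plus an integration ratio under a set limit after plate pattern correction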;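 also: plate controls were neutral control wells without compound for no effect and CRF at EC100 for full effect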
IDE cell activ: IDE (human) activation, cell-based. HEK cells, FAbeta-B cleavage, fluorescence polarization; 0% vehicle, 100% cell-free pure enzyme wells. 340,000 tested, 0.073% active. activation, % at 5.96 µM. P14735;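 active = activation above the mean of all tested compounds plus 3 SD, set per screening campaign, cut at about 17% in these data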
MEKK3 PB1 HTS: modulators (inhibitors or enhancers) of MEK5 binding to human MEKK3 PB1 domain. binding response (% of control), % at 10 µM. Q99759. 290,000 tested, 1.4% active. bead-based flow cytometry, Alexa488-MEK5 binding to MEKK3; actives lie on both sides; 0 = blocked by unlabeled MEK5, 100 = vehicle;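 active = binding response more than 3 SD above or below the average of its plate-row segment, actives on both sides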;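 also: Alexa488 bead fluorescence after subtracting the streptavidin-only scavenger bead signal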
Target sequence (Q99759 whole entry, looked up, the tested form may be a part): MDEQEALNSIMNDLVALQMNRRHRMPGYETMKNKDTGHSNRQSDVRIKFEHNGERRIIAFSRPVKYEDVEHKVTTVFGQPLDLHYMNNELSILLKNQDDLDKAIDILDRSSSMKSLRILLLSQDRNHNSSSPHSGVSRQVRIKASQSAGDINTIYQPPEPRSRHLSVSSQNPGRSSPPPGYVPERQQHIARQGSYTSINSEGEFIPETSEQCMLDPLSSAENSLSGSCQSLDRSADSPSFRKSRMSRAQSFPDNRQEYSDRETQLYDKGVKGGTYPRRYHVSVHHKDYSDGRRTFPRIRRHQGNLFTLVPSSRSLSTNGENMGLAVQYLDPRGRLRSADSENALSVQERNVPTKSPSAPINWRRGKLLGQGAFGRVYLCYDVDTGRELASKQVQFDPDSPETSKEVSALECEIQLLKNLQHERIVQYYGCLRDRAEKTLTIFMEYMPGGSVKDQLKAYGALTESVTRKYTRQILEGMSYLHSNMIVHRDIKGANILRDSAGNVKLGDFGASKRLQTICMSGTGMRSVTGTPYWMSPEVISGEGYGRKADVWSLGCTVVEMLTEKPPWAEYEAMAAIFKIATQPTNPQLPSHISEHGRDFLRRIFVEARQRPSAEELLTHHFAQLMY
p-CIP stab down: compounds decreasing mouse p/CIP protein stability. Q05BA5. F442A p/CIP-EGFP cells, EGFP fluorescence, 16 h. decrease of EGFP signal, % at 10 µM. 290,000 tested, 0.01% active. AID 1984;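 active = EGFP signal decrease of at least 30% at 10 µM or well 3 SD below plate mean, unless failing retest; inactive = the rest, including hits failing retest or dose response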; also: some compounds called inactive have numbers as strong as hits; many of its hits are not listed in these tables
IDE cell inh: inhibits human insulin-degrading enzyme in HEK cells. P14735. FAbetaB cleavage, fluorescence polarization. inhibition, % at 5.59 µM. 320,000 tested, 0.41% active. AID 434962;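 active = percent inhibition above the average of all tested compounds plus 3 SD, set per screening campaign, cut at about 16% in these data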;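 also: IDE supplied by intact live HEK cells; FP after avidin binding of uncleaved biotin substrate so inhibition keeps polarization high; 0% = DMSO wells and 100% = 60 µM reference IDE inhibitor Ii1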
Active calls of the source: *; / = no result given.

The opening eleven entries, ahead of the listing:
SMILES	M4 PAM	PHOSPHO1 inh	GalR3 antagonist	CRFBP-R2 block	CRFR2-BP ag	IDE cell activ	MEKK3 PB1 HTS	p-CIP stab down	IDE cell inh
Brc1ccc2c(c1)C(C1=NCCN1)c1ccccc1CS2 (centres undefined)	-16	-15	-1	-13	10	2	90	-9	1
NS(=O)(=O)c1ccc(NC(CNS(=O)(=O)c2ccccc2)c2ccccc2)cc1 (centres undefined)	-9	-7	3	-14	0.0	4	100	-3	0
CC1=CC(C)(C)n2c(O)c(N=NC(N)=S)c3c(C)c(C)cc1c32	10	-10	-4	7	-0.6	2	93	-5	4
CSCC[C@H](NC(=O)[C@@H]1Cc2ccccc2CN1)C(=O)Nc1ccc2c(c1)OCCO2	1	22	7	-4	-0.5	3	100	5	2
COc1ccc(C(=O)NC(=S)Nc2ccc3oc(=O)ccc3c2)cc1	2	-15	-6	24	-1.2	9	79	-9	1
CC(=O)N1CCCN(C(=O)c2ccc3nc(Cc4cccc(Cl)c4)oc3c2)CC1	2	24	5	4	1.3	0	99	-10	4
COc1ccccc1C(=O)NCc1ccccn1	-9	49	0	0	0.0	0	98	-8	1
CC(C)(C)c1nnc2sc(SCC(=O)c3ccccc3)nn2c1=O	12	27	-3	12	-1.7	-3	112	-20	-3
Cc1cc(Oc2ccc(-c3nnc(-c4ccccc4)o3)cc2[N+](=O)[O-])ccc1Cl	-2	-18	-2	-6	7.4	3	99	5	3
Cc1ccc(-c2c3c(nc4sc(C(N)=O)c(N)c24)CCCC3)o1	2	-8	-3	6	0.9	-3	95	-14	4
COc1cccc(Nc2nc(N)nc(-c3oc4ccccc4c3C)n2)c1	-4	28	-10	-12	-3.6	2	85	-4	2

The listing, from the start:
SMILES	M4 PAM	PHOSPHO1 inh	GalR3 antagonist	CRFBP-R2 block	CRFR2-BP ag	IDE cell activ	MEKK3 PB1 HTS	p-CIP stab down	IDE cell inh
Brc1ccc2c(c1)C(C1=NCCN1)c1ccccc1CS2 (centres undefined)	-16	-15	-1	-13	10	2	90	-9	1
NS(=O)(=O)c1ccc(NC(CNS(=O)(=O)c2ccccc2)c2ccccc2)cc1 (centres undefined)	-9	-7	3	-14	0.0	4	100	-3	0
CC1=CC(C)(C)n2c(O)c(N=NC(N)=S)c3c(C)c(C)cc1c32	10	-10	-4	7	-0.6	2	93	-5	4
CSCC[C@H](NC(=O)[C@@H]1Cc2ccccc2CN1)C(=O)Nc1ccc2c(c1)OCCO2	1	22	7	-4	-0.5	3	100	5	2
COc1ccc(C(=O)NC(=S)Nc2ccc3oc(=O)ccc3c2)cc1	2	-15	-6	24	-1.2	9	79	-9	1
CC(=O)N1CCCN(C(=O)c2ccc3nc(Cc4cccc(Cl)c4)oc3c2)CC1	2	24	5	4	1.3	0	99	-10	4
COc1ccccc1C(=O)NCc1ccccn1	-9	49	0	0	0.0	0	98	-8	1
CC(C)(C)c1nnc2sc(SCC(=O)c3ccccc3)nn2c1=O	12	27	-3	12	-1.7	-3	112	-20	-3
Cc1cc(Oc2ccc(-c3nnc(-c4ccccc4)o3)cc2[N+](=O)[O-])ccc1Cl	-2	-18	-2	-6	7.4	3	99	5	3
Cc1ccc(-c2c3c(nc4sc(C(N)=O)c(N)c24)CCCC3)o1	2	-8	-3	6	0.9	-3	95	-14	4
COc1cccc(Nc2nc(N)nc(-c3oc4ccccc4c3C)n2)c1	-4	28	-10	-12	-3.6	2	85	-4	2
CCOc1ccc(NC(=O)CNC(=O)c2ccc(OC)c(OC)c2)cc1	5	12	-3	-7	0.2	3	107	-11	0
COc1ccc(OC)c(NC(=O)CCC(=O)Nc2nnc(C(F)(F)F)s2)c1	-3	1	1	0	-2.0	1	96	3	2
COc1ccc(NC(=O)CSc2nncn2N)c(OC)c1	-7	40	-9	6	0.0	3	105	-1	-1
Cc1ccc(N(C)S(=O)(=O)c2cc(-c3cnc(C4CC4)o3)ccc2C)cc1	4	12	1	5	2.9	2	104	8	3
COc1ccc(NS(=O)(=O)c2ccc(NC(=S)NCC3CCCO3)cc2)cc1 (centres undefined)	-8	-17	-4	-12	0.2	-5	98	0	-2
C[C@@H](CN=[N+]=[N-])CN1CC[C@H](NC(=O)OCc2ccccc2)CCC1=O	0	-7	6	4	0.2	1	103	-16	-4
Cc1cccc(N(CC(=O)NC2CC3CCC2C3)S(=O)(=O)c2ccccc2)c1 (centres undefined)	1	18	-3	-1	-1.3	4	98	-10	-4
COc1ccc(Cc2nnc(NC(=O)Nc3ccc(F)cc3)s2)cc1OC	8	6	-6	-4	2.3	0	101	9	7
Cc1ccc(C(=O)Oc2ccc(Cl)c3cccnc23)cc1[N+](=O)[O-]	17	20	-6	22	-1.9	3	/	-11	1
CC(C)=CCc1c2c(c3occ(-c4ccc(O)cc4)c(=O)c3c1O)C=CC(C)(C)O2	7	-21	20*	-3	1.3	14	111	0	-3
CCc1ccccc1S(=O)(=O)Cc1ccc(C(=O)NC2CCCC2)o1	2	22	1	2	-0.8	2	99	-16	-3
Cc1cc(C(F)(F)F)nn1CC(=O)NCc1ccccc1	0	28	-3	28	2.8	7	95	-5	2
O=C(CSc1ncnc2sc3c(c12)CCCC3)NC1CCS(=O)(=O)C1 (centres undefined)	1	/	0	-5	0.7	1	/	/	4
CCCn1c(C)cc(/C=C(\C#N)C(=O)OCC(=O)Nc2ccc(OC)c(Cl)c2)c1C	9	3	-6	0	-0.8	4	102	-15	2
N#C/C(=C\c1ccc([N+](=O)[O-])cc1)C(=O)NCCCn1ccnc1	4	30	-4	-12	1.4	-4	98	-5	7

A second format for part of the listing above:
CC(C)=CCc1c2c(c3occ(-c4ccc(O)cc4)c(=O)c3c1O)C=CC(C)(C)O2
  M4 PAM = 7 | PHOSPHO1 inh = -21 | GalR3 antagonist = 20* | CRFBP-R2 block = -3 | CRFR2-BP ag = 1.3 | IDE cell activ = 14 | MEKK3 PB1 HTS = 111 | p-CIP stab down = 0 | IDE cell inh = -3

N#C/C(=C\c1ccc([N+](=O)[O-])cc1)C(=O)NCCCn1ccnc1
  M4 PAM = 4 | PHOSPHO1 inh = 30 | GalR3 antagonist = -4 | CRFBP-R2 block = -12 | CRFR2-BP ag = 1.4 | IDE cell activ = -4 | MEKK3 PB1 HTS = 98 | p-CIP stab down = -5 | IDE cell inh = 7
